Compound activity from PubChem.
TEAD-YAP inh – TEAD-YAP interaction inhibition, primary screen, TEAD-YAP interaction inhibitor project, luminescence, HEK-TIYL cells; TEAD-Gal4/YAP UAS-luciferase luminescence; inhibition, % at 9.12 µM; 1.4% of 640,000 active; AID 1259422, 2018; in the data active means inhibition above about 32%;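 further: 0% = median of test compound wells and 100% = reference inhibitor wells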
GPR151 activ – activators of human GPR151, primary screen, cell-based, PathHunter beta-arrestin, luminescence. 1% of 650,000 active. PathHunter beta-arrestin GPR151 cells. G-protein coupled receptor 151 (Homo sapiens), Q8TDV0. activation, % at 11.2 µM; in the data active means activation above about 4.9%;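 further: 0% = median of compound wells and 100% = cells with positive control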
Target sequence (Q8TDV0 whole entry, looked up): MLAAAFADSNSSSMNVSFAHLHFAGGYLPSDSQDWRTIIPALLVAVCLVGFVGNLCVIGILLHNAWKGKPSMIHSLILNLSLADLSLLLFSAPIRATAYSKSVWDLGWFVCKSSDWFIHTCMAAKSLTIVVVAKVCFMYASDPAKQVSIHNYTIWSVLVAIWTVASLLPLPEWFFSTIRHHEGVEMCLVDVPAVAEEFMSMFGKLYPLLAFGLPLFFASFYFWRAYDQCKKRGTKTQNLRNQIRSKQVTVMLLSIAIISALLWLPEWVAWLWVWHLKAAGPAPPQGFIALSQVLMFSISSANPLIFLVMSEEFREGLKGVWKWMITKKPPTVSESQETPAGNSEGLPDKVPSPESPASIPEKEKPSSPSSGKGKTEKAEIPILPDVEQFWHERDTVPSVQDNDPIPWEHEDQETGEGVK
MITF primary – MITF inhibitors, primary screen, biochemical, AlphaScreen, human. 0.91% of 650,000 active. Microphthalmia-associated transcription factor (Homo sapiens), O75030. AID 1259374, 2018. inhibition, % at 2.6 µM. AlphaScreen MITF homodimerization, bead proximity signal; in the data active means inhibition above about 50%;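 further: 0% = vehicle wells with protein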
Target sequence (O75030 whole entry, looked up): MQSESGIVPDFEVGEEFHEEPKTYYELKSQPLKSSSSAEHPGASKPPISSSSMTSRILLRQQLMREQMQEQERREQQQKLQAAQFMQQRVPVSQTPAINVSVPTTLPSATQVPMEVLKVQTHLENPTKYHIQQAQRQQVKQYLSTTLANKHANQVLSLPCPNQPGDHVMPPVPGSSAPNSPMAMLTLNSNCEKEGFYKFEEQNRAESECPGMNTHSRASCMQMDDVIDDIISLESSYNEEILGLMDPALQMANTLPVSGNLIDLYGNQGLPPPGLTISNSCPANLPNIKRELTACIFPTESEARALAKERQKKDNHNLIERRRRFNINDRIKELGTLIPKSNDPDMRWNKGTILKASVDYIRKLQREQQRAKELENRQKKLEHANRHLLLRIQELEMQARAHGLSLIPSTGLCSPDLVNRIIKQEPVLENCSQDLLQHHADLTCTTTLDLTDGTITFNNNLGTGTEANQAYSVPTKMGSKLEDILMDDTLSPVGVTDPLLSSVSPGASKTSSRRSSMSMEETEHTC
FBW7 act – FBW7 E3 ligase activators, primary screen, biochemical, AlphaScreen, human | AlphaScreen FBW7–phospho-cyclin E peptide binding, activator screen | normalized activity (activation), % at 26.1 µM | 0.13% of 650,000 active | AID 1259310, 2017; in the data active means normalized activity above about 1.9%;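 further: purified mutant Fbw7 with reduced substrate affinity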
An asterisk follows results filed as active. Not a hit list; any-hit rate near 3.4%.

SMILES	TEAD-YAP inh	GPR151 activ	MITF primary	FBW7 act
NNC(=O)/C(=C/c1ccc2c(c1)OCO2)NC(=O)c1ccccc1Cl	-2	0.8	6	0.0
Cc1ccc(S(=O)(=O)N2CCN(CCNC(=O)C(c3ccccc3)c3ccccc3)CC2)cc1	6	4.9	-12	-0.1
Cc1ccc(N2C(=O)c3ccc([N+](=O)[O-])cc3C2=O)cc1	3	-0.3	-14	0.1
COc1ccc(N2CC(C(=O)Nc3ccc([N+](=O)[O-])cc3Br)CC2=O)cc1 (stereo not given)	-6	1.2	-4	0.0
Cc1nnc(SCC(=O)Nc2cccc(F)c2)s1	-4	-0.7	-9	-0.2
Cc1nc(-c2ccccc2)sc1C(=O)Nc1ccc(-c2cn3ccsc3n2)cc1	16	-7.2	-5	0.6
CCOC(=O)c1cnc2c(Cl)cccc2c1Nc1ccccc1OC	-8	1.2	1	0.1
CCN(CC)c1nc(SC)nc(Cl)c1Cc1ccc(OC)cc1	-22	-0.4	7	-0.1
Cc1cc(Nc2nc3ccccc3nc2N2CCOCC2)n(-c2ccccc2)n1	-7	0.4	-7	0.0
COc1cccc(NC(=O)CCC2CCN(C(=O)C3CC34CCCC4)CC2)c1 (stereo not given)	8	0.7	5	-0.1
Cc1ccc(S(=O)(=O)C2(C(=O)O)CC2)cc1C	8	0.8	9	0.2
CCOc1cc(/C=C2\NC(=S)NC2=O)cc(Br)c1OC	-3	-0.7	20	0.9
O=c1[nH]c(=S)ccn1-c1nc(-c2ccccc2)sc1-c1ccccc1	3	0.6	14	0.0
O=C(COc1ccccc1)NCCCn1ccnc1	0	-0.2	4	-0.1
CC(=O)OC(C#CCN1CCOCC1)c1ccccc1 (stereo not given)	-3	-1.0	2	0.2
CCCN1C(=O)/C(=C/c2c(NCc3ccccc3)nc3ccccn3c2=O)SC1=S	5	-1.6	-3	-0.1
COc1ccc(CC(=O)NC(C)C(c2cccs2)N2CCN(C)CC2)cc1OC (stereo not given)	3	0.4	5	0.1
CC(C)c1ccc(NC(=O)C2C3C=CC4(O3)C2C(=O)N(CC2CCCO2)C4C(=O)NC2CCCC(C)C2C)cc1 (stereo not given)	5	-0.1	-17	0.1
C/C(=N/NC(=O)c1cccc(I)c1)c1ccco1	2	-1.4	13	0.4
CC(C)N1CCN(Cc2ccc3nsnc3c2)CC1CCO (stereo not given)	5	0.5	4	0.0
CCOC(=O)N(C)Cc1nc2ccccc2n1Cc1c(F)cccc1Cl	-4	-1.4	17	0.4
O=C(CN1CCOCC1)Nc1ccccc1N1CCCCCC1	-2	-0.3	69*	-0.2
CC1(C)O[C@@H]2[C@H](O1)[C@@H](COC(=O)c1ccccc1)O[C@H]2n1cnc2c(=O)[nH]cnc21	7	3.7	4	0.1
CCC(/C=N/NC(=O)c1ccc(C)cc1C)CC	-16	-0.4	-8	-0.3
CCn1ncc(CN2CCN(Cc3ccc(F)c(F)c3)C(CCO)C2)c1C (stereo not given)	9	-0.4	-6	0.0
SMILES	TEAD-YAP inh	GPR151 activ	MITF primary	FBW7 act
COc1ccc(CC(=O)NCc2nnc(SCC(=O)N3CCc4ccccc43)n2-c2ccc(F)cc2)cc1	9	0.5	-3	-0.1
Cc1nsc(Nc2ccccc2)c1C#N	10	0.8	-8	0.1
CN(C)C(=O)c1cc(-c2cn[nH]c2)ccc1NC(=O)[C@H](N)c1ccc(F)cc1	5	0.5	9	0.1
Cc1ccc(NCc2nnc(SCC(=O)N3C(C)CCCC3C)n2C)cc1 (stereo not given)	-9	0.7	0	-0.1
C=CCn1cc(/C=N/Nc2nc3ccccc3[nH]2)c2ccccc21	20	0.9	28	-0.1
Cc1cccc(C(=O)/C=C\NNC(=O)c2ccccc2)c1	-6	1.5	-1	-0.1
COc1ccc(-n2nc(C(=O)NCc3ccco3)c3c4ccccc4n(C)c3c2=O)cc1	0	1.8	9	0.1
CCS(=O)(=O)N1CCC(N2CCCC(C)C2)CC1 (stereo not given)	3	-1.4	48	-0.1
CCCNC(=O)NNC(=O)C(C)NC(=O)C12CC3CC(CC(C3)C1)C2 (stereo not given)	-3	-0.4	5	-0.2
COc1cc(CN2CCN(CC3CCCCC3)C(CCO)C2)cc2c1OCO2 (stereo not given)	0	0.3	8	0.1
O=C(NCCc1ccccc1)Nc1ccc2c(c1)CCCN2C(=O)c1ccccc1	-12	0.2	8	0.1
O=C(/C=C(\S)c1cccs1)c1ccccc1	-12	1.0	3	-0.5
COc1ccc(C(C)(C)C)cc1NC(=O)c1cnccn1	-7	-0.1	-5	0.0
COCCCNCCOCCOc1cccc(Br)c1	-4	-0.4	-2	-0.1
Clc1ccc(/C=N/N=C(/c2ccccc2)C23CN4CN(CN(C4)C2)C3)cc1	0	0.2	-9	0.0
NC(=O)CN1C(=O)NC2(CCCCCCC2)C1=O	4	-0.1	-11	-0.3
CN(C)CCNC(=O)CN1C(=O)COc2ccccc21	-2	0.1	-11	0.2
Cc1ccc(NC(=O)c2sc3ncnc(N(C)c4ccccc4)c3c2C)cc1F	3	-0.3	-2	-0.2
CCOc1cccc2cc(C(N)=O)/c(=N/c3sc4c(c3C(N)=O)CCCC4)oc12	-20	-1.4	12	0.1
O=C(Cc1ccccc1)N/N=C/c1cc2c(cc1Cl)OCO2	-6	0.1	-6	0.1
Cc1cc(C)cc(NC(=O)CC(C)(C)C)c1	-6	-0.2	-6	0.0
O=Cc1c[nH]c2c1ccc1c2ccc2c(C=O)c[nH]c21	9	-2.3	7	-0.1
N#CC(C#N)=Cc1ccc(N2CCN(Cc3ccccc3)CC2)c([N+](=O)[O-])c1	4	0.8	5	0.0
CCN(CC)C(=O)C1CCCN(c2nccc(NCCN(C(C)C)C(C)C)n2)C1 (stereo not given)	0	0.1	-15	0.1
COc1ccc2c(c1)-c1c(sn(-c3ccc(Cl)cc3Cl)c1=S)C(C)(C)N2	7	1.9	19	-0.1

Looked up by compound from above (3):
SMILES	TEAD-YAP inh	GPR151 activ	MITF primary	FBW7 act
COc1cc(CN2CCN(CC3CCCCC3)C(CCO)C2)cc2c1OCO2 (stereo not given)	0	0.3	8	0.1
O=Cc1c[nH]c2c1ccc1c2ccc2c(C=O)c[nH]c21	9	-2.3	7	-0.1
CCOc1cc(/C=C2\NC(=S)NC2=O)cc(Br)c1OC	-3	-0.7	20	0.9

Record cards, from the list above:
Listed for Cc1ccc(NCc2nnc(SCC(=O)N3C(C)CCCC3C)n2C)cc1 (stereo not given) → TEAD-YAP inh: -9; GPR151 activ: 0.7; MITF primary: 0; FBW7 act: -0.1
Listed for O=C(NCCc1ccccc1)Nc1ccc2c(c1)CCCN2C(=O)c1ccccc1 → TEAD-YAP inh: -12; GPR151 activ: 0.2; MITF primary: 8; FBW7 act: 0.1

(more compounds)
SMILES	TEAD-YAP inh	GPR151 activ	MITF primary	FBW7 act
Cc1ccc(N2C(=O)N(CC(=O)Nc3ccccc3Oc3ccccc3)C(=O)C2C)cc1 (stereo not given)	-4	0.0	11	0.2
Cc1cc(CNC(=O)c2cc(COc3ccc4ncccc4c3)on2)nn1C	12	1.8	10	0.2
Cc1ccc(CNC(=O)CSc2nc3ccsc3c(=O)n2NC(=O)COc2ccccc2Br)cc1	2	-1.6	7	0.1
Cc1ccc(Cl)c2c1NC(=O)C2(O)CC(=O)c1ccccc1 (stereo not given)	0	0.8	4	0.1
COc1ccc2c(c1)OC(O)(C(F)(F)C(F)(F)F)CC2=O (stereo not given)	-7	0.1	-5	0.0
CC(C)N(CCNc1nc(NCc2ccc3c(c2)OCO3)nc2c1ncn2C1CCCCC1)C(C)C	-5	-1.2	10	0.2
CC(C)C(=O)Nc1nnc(-c2ccncc2)s1	5	0.5	-2	-0.5
O=C(COc1cccc2c1CCNC2=O)Nc1ccc(Br)cc1	-2	1.9	4	0.1
CCc1cc(Br)ccc1N1C(=O)C2C3C=CC(C4CC34)C2C1=O (stereo not given)	-6	0.5	18	0.4
COc1ccccc1S(=O)(=O)Cc1ccc(C(=O)NCCCN2CCCC2=O)o1	9	-0.1	2	0.0
c1ccc(COC2CCCN(c3nc4nonc4nc3N3CCSCC3)C2)nc1 (stereo not given)	2	3.0	19	0.2
CCOc1cc(CO)cc(I)c1OCC(=O)O	15	1.6	6	-0.1
O=C(NCCCN1CCCC1=O)c1ccc2c(c1)N(Cc1ccccc1)CCS2	-16	-0.4	3	0.1
COc1ccc(S(=O)(=O)N(CC(=O)Nc2cccc(C(F)(F)F)c2)c2ccc(Cl)cc2)cc1	-4	1.1	4	0.2
O=C(NCCCN1CCc2ccccc2C1)Nc1ccc(Br)cc1	-15	-0.5	-10	3.1*
O=C1CC(c2ccccc2Cl)CC2=C1C(c1ccc(OC(F)(F)F)cc1)Nc1ccccc1N2 (stereo not given)	-5	-1.1	0	0.0
CN1CCN(S(=O)(=O)c2cccc(C(=O)N(c3ccccn3)C3CCCCC3)c2)CC1	2	-2.7	-14	0.1
C/C(CC(=O)NCc1ccco1)=N\NC(=O)Cc1ccccc1	-9	0.1	28	-0.2
O=C(NC1=NCCS1)c1sc2ccccc2c1Cl	-58	-1.1	11	0.4
O=C(Nc1ccc(Cl)c([N+](=O)[O-])c1)c1ccc(NCCO)c([N+](=O)[O-])c1	7	0.1	7	0.5
Cc1nc(SCc2nnc(-c3ccc([N+](=O)[O-])cc3)o2)c(C#N)c(C)c1C	11	-1.4	3	-0.1
COc1ccccc1NC(=O)C1Cc2ccccc2CN1S(=O)(=O)c1cccs1 (stereo not given)	-6	-0.2	2	0.0
CCN1CCN(c2cc(C)c3cc(NC(=O)/C=C/c4ccc(OC(C)C)cc4)ccc3n2)CC1	-17	-0.7	-15	0.2
COc1ccc(Oc2c(C(F)(F)F)oc3cc(OC(C)C(=O)OC(C)C)ccc3c2=O)cc1 (stereo not given)	5	2.3	19	0.3
Cc1c(NC(=O)c2noc3c2COc2ccccc2-3)cccc1[N+](=O)[O-]	8	1.9	13	0.7

An excerpt from above in order of heavy-atom count, smallest number first:
SMILES	TEAD-YAP inh	GPR151 activ	MITF primary	FBW7 act
COc1ccccc1NC(=O)C1Cc2ccccc2CN1S(=O)(=O)c1cccs1 (stereo not given)	-6	-0.2	2	0.0
Cc1ccc(N2C(=O)N(CC(=O)Nc3ccccc3Oc3ccccc3)C(=O)C2C)cc1 (stereo not given)	-4	0.0	11	0.2
O=C1CC(c2ccccc2Cl)CC2=C1C(c1ccc(OC(F)(F)F)cc1)Nc1ccccc1N2 (stereo not given)	-5	-1.1	0	0.0
Cc1ccc(CNC(=O)CSc2nc3ccsc3c(=O)n2NC(=O)COc2ccccc2Br)cc1	2	-1.6	7	0.1

Additional records follow:
SMILES	TEAD-YAP inh	GPR151 activ	MITF primary	FBW7 act
Cc1c(N=Cc2cc([N+](=O)[O-])c(Cl)cc2Cl)c(=O)n(-c2ccccc2)n1C	2	1.3	10	-0.1
O=C(O)c1c(CNC2CC2)c2ccccc2n1Cc1ccccc1Cl	18	4.7	1	-0.1
Cc1cc(C)cc(N=C2NC(=O)/C(=C/c3cc(I)c(O)c([N+](=O)[O-])c3)S2)c1	-3	0.4	9	0.0
CCCOc1ccc(/C=C/C(=O)NCCc2nc3ccccc3[nH]2)cc1OC	6	-0.5	-10	1.1
COc1cc2c(cc1OC)C(c1ccccc1[N+](=O)[O-])NCC2 (stereo not given)	4	-0.4	-1	0.1
Cc1cccc(CC(=O)Nc2cnn(-c3ccc(C(=O)Nc4cccc(C(N)=O)c4)cc3)c2)c1	9	-1.1	5	0.1
CCN1CCN(c2cc(C)c3cc(NC(=O)c4ccc(Br)c(OC)c4)ccc3n2)CC1	-7	0.0	-14	-0.1
CCOC(=O)C1CCCN(CN2C(=S)SC3=NC(=O)CCCN32)C1 (stereo not given)	-5	1.2	4	0.0
COc1ccc(C2NC(=O)c3c(sc4c3CCN(C)C4)N2)c(OC)c1 (stereo not given)	5	-0.8	8	0.3
CC1CC(C)CN(S(=O)(=O)c2cc3c4c(c2)CC(=O)N4CCC3)C1 (stereo not given)	17	0.7	7	-0.1
Fc1cccc(Nc2ncnc3c2c(-c2ccccc2)cn3-c2ccccc2)c1	15	-0.4	-69	-0.1
c1ccc(-c2nc3ccncc3nc2-c2ccccc2)cc1	9	-0.5	2	0.0
Cc1ccccc1-n1nc2c(c1NC(=O)c1ccc3c(c1)OCO3)CS(=O)C2 (stereo not given)	6	0.8	2	0.1
O=C(Cc1ccc(Cl)c(Cl)c1)Nc1nccs1	-26	1.3	-4	-0.2
CCc1nc2ccccc2c2nn(CC(=O)NC3CCCC3)c(=O)n12	0	-0.4	-11	-0.1
O=C(NCCC1=CCCCC1)c1cc2cc([N+](=O)[O-])ccc2oc1=O	-2	0.1	18	1.4
O=C(COc1coc(CN2CCc3ccccc3C2)cc1=O)NCc1ccccc1	-5	-0.3	-11	0.1
CCOC(=O)c1c(C)n(-c2ccccc2)c2c1cc(OC(=O)c1cccc(C)c1)c1ccccc12	6	3.4	-5	0.0
COc1ccc(-c2nc(N)ncc2C)cc1F	7	0.3	-5	0.0
C=CCNC(=O)c1c(N)n(CC=C)c2nc3ccccc3nc12	5	-0.3	3	0.3
CCc1ccc(NC(=S)N(CCN2CCOCC2)Cc2ccccc2F)cc1	-5	0.8	0	0.0
COc1cccc(-n2c(SCC(=O)N(C(C)C)C(C)C)nnc2-c2cccnc2)c1	-11	0.4	11	0.1
CS(=O)(=O)c1ccc(NCCCn2ccnc2)cc1	3	0.7	5	-0.2
